hIAP act: human IAP activators, primary screen, biochemical, luminescence, uHTS; Intestinal-type alkaline phosphatase (Homo sapiens), P09923; activation factor at 10 µM; 0.16% of 330,000 active; AID 2524, 2010; purified human IAP, CDP-Star luminescence, 30 min; stronger effect = higher value; 1 = vehicle-only enzyme, 0 = enzyme-free background;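 active = activation factor of the enzyme at least 2-fold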; also: the source names both 10 and 20 µM as test concentration; values of inactives mirror those of a sister screen read the other way
GRIN3A LBD mod: binders of NR3A ligand-binding domain, primary screen, biophysical, differential scanning fluorimetry, uHTS | Glutamate receptor ionotropic, NMDA 3A (GRIN3A) ligand-binding domain | AID 1259313, 2017 | Tm shift relative to glycine control, % at 25 µM | NR3A LBD differential scanning fluorimetry, Tm shift; 0% = protein alone, 100% = glycine-bound protein | 2.5% of 340,000 active;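 active = melting temperature shift of at least 10% of the positive control shift, at one fixed dose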
ATG4B inh: ATG4B protease inhibitors, primary screen, biochemical, fluorescence, uHTS. Cysteine protease ATG4B (Homo sapiens), Q9Y4P1. ATG4B cleavage of LC3-PLA2, NBD-HPC fluorescence, 1 h. inhibition, % at 8.33 µM. 0.51% of 340,000 active. AID 504462, 2011; in the data active = inhibition above about 40%
Target sequence (Q9Y4P1 whole entry, looked up): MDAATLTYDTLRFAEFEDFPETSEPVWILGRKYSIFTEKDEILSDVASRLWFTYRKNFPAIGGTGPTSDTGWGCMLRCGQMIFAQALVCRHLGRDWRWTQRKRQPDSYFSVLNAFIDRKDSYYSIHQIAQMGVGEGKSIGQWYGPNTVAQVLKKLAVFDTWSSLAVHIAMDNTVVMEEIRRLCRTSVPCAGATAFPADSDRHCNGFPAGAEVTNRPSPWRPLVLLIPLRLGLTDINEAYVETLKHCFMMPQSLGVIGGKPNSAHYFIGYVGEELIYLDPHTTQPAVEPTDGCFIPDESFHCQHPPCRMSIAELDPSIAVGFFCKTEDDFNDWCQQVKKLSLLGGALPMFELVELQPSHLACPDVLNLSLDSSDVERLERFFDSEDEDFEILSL
MPTP inh: mitochondrial permeability transition pore inhibitors, primary screen, biochemical, isolated mouse mitochondria, absorbance; Ca2+ swelling absorbance, 30 min; inhibition, % at 10 µM; 1.4% of 360,000 active;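 active = inhibition of 50% or more, scaled per plate between neutral and stimulator controls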;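 also: 0% = DMSO wells given calcium and 100% = 1 mM EGTA wells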
SENP8 inh: human SENP8 protease inhibitors, primary screen, biochemical, fluorescence, Nedd8 protein substrate, uHTS | Sentrin-specific protease 8 (Homo sapiens), Q96LD8 | recombinant SENP8 | inhibition, % at 20 µM | 0.64% of 360,000 active | AID 602440, 2012; in the data active = inhibition mostly above about 40%, no sharp cut-off; inactive = mostly below about 27%
Target sequence (Q96LD8 whole entry, looked up): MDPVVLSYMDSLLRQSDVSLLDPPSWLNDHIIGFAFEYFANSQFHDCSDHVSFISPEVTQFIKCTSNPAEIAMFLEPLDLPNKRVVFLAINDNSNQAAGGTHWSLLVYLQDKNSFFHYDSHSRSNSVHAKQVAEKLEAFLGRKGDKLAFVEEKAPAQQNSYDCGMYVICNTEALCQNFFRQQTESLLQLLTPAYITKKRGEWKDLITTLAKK
PfG6PD inh: PfG6PD enzyme inhibitors, primary screen, biochemical, fluorescence intensity, uHTS; PfGluPho enzyme, NADPH resazurin-diaphorase fluorescence; 0.78% of 350,000 active; AID 504690, 2011; inhibition, % at 20 µM; glucose-6-phosphate dehydrogenase-6-phosphogluconolactonase (Plasmodium falciparum 3D7);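 active = inhibition reaching at least a set limit at 20 µM in the primary screen, cut at about 59% in these data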;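 also: 0% = DMSO wells with substrate and 100% = DMSO wells lacking glucose-6-phosphate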
SENP6 inh: SENP6 protease inhibitors, primary screen, biochemical, luminescence, uHTS | Recombinant SENP6 catalytic domain, aminoluciferin luminescence | inhibition, % at 10 µM | 1.8% of 330,000 active | AID 2599, 2010;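 active = inhibition above about 50% at the single tested dose, limit read from the data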;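 also: plate controls were DMSO wells with enzyme for no effect and DMSO wells lacking enzyme for full effect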
SENP1 inh: human SENP1 catalytic domain inhibitors, primary screen, biochemical, FRET, uHTS. Sentrin-specific protease 1 (Homo sapiens), Q9P0U3. recombinant SENP1 catalytic domain, CyPet-SUMO1-YPet FRET cleavage. inhibition, % at 10 µM. 0.21% of 360,000 active. AID 624204, 2012;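 active = inhibition at least 30% at 10 µM, raw YFP signal under a set limit, fluorescence ratio 0.5 to 1.5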;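 also: 0% = enzyme with DMSO and 100% = no enzyme wells; some results filed as inactive read as strong as hits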
Target sequence (Q9P0U3 419-644 limits assumed): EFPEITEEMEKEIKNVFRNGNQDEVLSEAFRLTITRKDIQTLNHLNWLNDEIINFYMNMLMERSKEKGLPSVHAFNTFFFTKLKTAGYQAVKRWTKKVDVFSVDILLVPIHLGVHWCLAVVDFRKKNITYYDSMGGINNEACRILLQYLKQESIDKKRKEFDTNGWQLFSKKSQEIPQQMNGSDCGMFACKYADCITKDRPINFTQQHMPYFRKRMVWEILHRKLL
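material = recombinant human SENP1 catalytic domain, His6-tagged | quantity = 20 pM enzyme | reagent = 25 nM SUMO1 FRET substrate | compound dosing = 10 µM single point, 0.5% DMSO | timing = 50 min enzyme reaction, room temperature, light-protected | detection = FRET, CFP and YFP emission | control set = no-enzyme low, enzyme-DMSO high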
* hit, by the source's call; nt = no result given.

cpd	Compound	hIAP act	GRIN3A LBD mod	ATG4B inh	MPTP inh
1	O=C1CSC(c2ccccn2)N1c1cccc(Cl)c1 (configuration not stated)	1.1	0	6	-1.3
2	O=C(NCc1ccc(Cl)cc1)c1ccc2nc[nH]c2c1	nt	1	-16	0.6
3	CCn1cc(C(=O)NCCCN2CCCCCC2)c(=O)c2cc(S(=O)(=O)N3CCc4ccccc4C3)ccc21	0.98	-2	-3	-4.1
4	Cc1cccc(C)c1NC(=S)N(CCN(C)C)C(C)c1ccccn1 (configuration not stated)	0.94	0	0	-1.3
5	CCCOc1ccc(-c2c(C(=O)N/N=C(\C)COc3ccccc3)nnn2-c2nonc2N)cc1	1.3	-15	1	-1.2
6	CCCCNC(=O)Cn1c(=O)oc2cc(S(=O)(=O)N3CC(C)CC(C)C3)ccc21 (configuration not stated)	1.1	-1	0	1.9
7	CCOC(=O)CSC1=C(C#N)C(c2ccccc2C)C2=C(CCCC2=O)N1 (configuration not stated)	0.82	0	-6	2.1
8	COc1ccc(NC(=O)CCNC(=O)c2ccco2)cc1Cl	0.97	-1	0	2.7
9	O=C(c1cc(-c2ccccc2)on1)N1CCc2ccccc2C1	1	0	41*	2.1
10	Cc1cccc(N(Cc2ccccc2)C(=O)c2ccc(C)c(S(=O)(=O)N3CCOCC3)c2)c1	1	2	-11	-1.7

cpd	SENP8 inh	PfG6PD inh	SENP6 inh	SENP1 inh
1	14	-7	-10	0
2	8	-2	nt	1
3	20	12	-20	-7
4	9	1	-15	0
5	1	-6	11	1
6	12	-8	-10	1
7	-107	22	8	-4
8	26	-8	3	-1
9	11	16	9	0
10	-2	10	6	0

Overlap with the part before: 3 compounds, then new ones.
cpd	Compound	hIAP act	GRIN3A LBD mod	ATG4B inh	MPTP inh
8	COc1ccc(NC(=O)CCNC(=O)c2ccco2)cc1Cl	0.97	-1	0	2.7
9	O=C(c1cc(-c2ccccc2)on1)N1CCc2ccccc2C1	1	0	41*	2.1
10	Cc1cccc(N(Cc2ccccc2)C(=O)c2ccc(C)c(S(=O)(=O)N3CCOCC3)c2)c1	1	2	-11	-1.7
11	Cc1ccccc1OCC(=O)Nc1cccc(S(=O)(=O)NC2=NCCC2)c1	0.92	0	-5	-1.6
12	Cc1cccc(-n2c(Cc3cc(=O)[nH]c(=O)[nH]3)nnc2SCC(=O)N2CCc3ccccc32)c1	1.1	1	3	0.4
13	O=C(COc1ccc(/C=N/NC(=O)C(=O)N2CCCCC2)cc1)Nc1ccccc1Cl	1	-3	-5	-0.1
14	COc1cc(S(=O)(=O)n2ccnc2)ccc1Br	0.98	0	-10	0.1
15	CCOC(=O)CC1(C)SC(NC(C)=O)=NN1C(C)=O (configuration not stated)	1	0	-3	-0.7
16	OCCC1CN(Cc2cccn2-c2nccs2)CCN1CCc1ccccc1 (configuration not stated)	1.1	-2	-1	-2.4
17	CCCCNC(=O)C1CCC(CNS(=O)(=O)c2ccc(C)cc2)CC1 (configuration not stated)	1	-3	-4	0.1
18	Cc1ccc(-c2cn(S(=O)(=O)c3cccc([N+](=O)[O-])c3)nc2N)cc1	1	24*	-7	0.3
19	COc1cccc(N2CCN(C3OC(=O)c4ccccc43)CC2)c1 (configuration not stated)	0.98	0	3	-1.4
20	COc1ccc(S(=O)(=O)N2CCC(C(=O)NCC3CCCO3)CC2)cc1OC (configuration not stated)	1.1	1	-8	0.0

cpd	SENP8 inh	PfG6PD inh	SENP6 inh	SENP1 inh
8	26	-8	3	-1
9	11	16	9	0
10	-2	10	6	0
11	5	1	-2	-1
12	-1	9	-2	4
13	-14	-18	4	1
14	5	0	-30	0
15	20	-5	-26	1
16	9	12	-17	1
17	3	-7	3	0
18	9	5	-7	2
19	21	2	-17	3
20	8	-4	-6	1

Further compounds:
cpd	Compound	hIAP act	GRIN3A LBD mod	ATG4B inh	MPTP inh
21	COc1cccc(NC(=O)Nc2nnc(N3C(C)CCCC3C)s2)c1 (configuration not stated)	1	-6	-1	24
22	CSCCC(NC(=O)COc1ccccc1)C(=O)N1CCCCC1 (configuration not stated)	0.85	1	-7	0.7
23	C=CC[C@@H](CC(=O)NCCO)C(=O)N[C@@H](COC(=O)[C@@H](CC=C)CC(=O)OC(C)(C)C)Cc1ccccc1	0.98	-1	7	-0.6
24	COc1ccc(CCNC(=O)Cn2nc([N+](=O)[O-])c(Br)c2C)cc1OC	0.96	-4	5	-16
25	Cc1ccc(-c2[nH]c(-c3ccc(Cl)cc3)nc2SCC(=O)NCC2CCCO2)cc1 (configuration not stated)	1.1	-29	0	-0.6
26	N#Cc1cccc(NC(=O)CNc2cccc(S(=O)(=O)N3CCCCC3)c2)c1	1	-2	5	2.1
27	Nc1nc(N2CCN(c3cccc(Cl)c3)CC2)n[nH]1	1.1	0	7	0.1
28	CCc1cc(=O)oc2c3c(cc(OCC(=O)NCCCn4ccnc4)c12)OC(C)(C)CC3	1	-2	-36	-0.8
29	CCc1noc(C)c1C(=O)N(CCC(C)C)c1c(N)n(Cc2ccccc2)c(=O)[nH]c1=O	1.1	2	2	-0.1
30	CC(=O)Nc1cccc(OC(=O)COc2ccc(Br)cc2)c1	0.87	-1	6	-0.8

cpd	SENP8 inh	PfG6PD inh	SENP6 inh	SENP1 inh
21	18	-1	5	-1
22	3	-3	0	2
23	15	-7	0	0
24	2	-15	-3	0
25	-457	23	3	4
26	-4	10	-1	-1
27	15	-13	-4	1
28	-172	22	-1	2
29	10	6	5	-2
30	3	-1	-3	3

An excerpt from above in order of number of heavy atoms, low to high:
cpd	Compound	hIAP act	GRIN3A LBD mod	ATG4B inh	MPTP inh
30	CC(=O)Nc1cccc(OC(=O)COc2ccc(Br)cc2)c1	0.87	-1	6	-0.8
21	COc1cccc(NC(=O)Nc2nnc(N3C(C)CCCC3C)s2)c1 (configuration not stated)	1	-6	-1	24
24	COc1ccc(CCNC(=O)Cn2nc([N+](=O)[O-])c(Br)c2C)cc1OC	0.96	-4	5	-16

cpd	SENP8 inh	PfG6PD inh	SENP6 inh	SENP1 inh
30	3	-1	-3	3
21	18	-1	5	-1
24	2	-15	-3	0

Additional structures
cpd	Compound	hIAP act	GRIN3A LBD mod	ATG4B inh	MPTP inh
31	Cc1c(Cl)cccc1NC(=O)CSc1ccc(-c2cccnc2)nn1	0.97	0	2	3.0
32	COc1ccc(C2=NN(C(=O)CSc3nc(=O)n4ccc(C)cc4n3)C(c3ccc(C)cc3)C2)cc1 (configuration not stated)	1.1	0	-11	-1.5
33	Cc1ccc(C(=O)N2CCN(C3c4cccc5cccc(c45)C3NS(=O)(=O)c3ccccc3)CC2)cc1 (configuration not stated)	0.93	0	-11	-15
34	COC(=O)Cc1ccc(NC(=S)N2CCN(c3cc(Cl)ccc3C)CC2)cc1	1.2	-6	-7	4.3
35	C=CCn1c(SCC(=O)N2CCCCCC2)nc2ccccc2c1=O	1	-3	1	-0.2
36	CC(C)NC(=O)COC(=O)c1cncc(Br)c1	1.1	-2	-3	0.0
37	COc1ccc([C@@H]2CC=C(C(=O)O)[C@H](c3cccc(Cl)c3)N2S(=O)(=O)c2ccc(C)cc2)cc1OC	0.85	6	-9	17
38	CCN(CC)CCNC(=O)c1ccccc1C(=O)c1ncc[nH]1	0.98	-4	-6	2.0
39	CCN(CC)CC(C)(C)COC(=O)c1oc2ccccc2c1C	0.87	-2	2	3.8
40	O=C(N/N=C/c1ccccc1C(=O)O)c1cccc(S(=O)(=O)Nc2cc(Cl)ccc2Cl)c1	1.1	-2	14	0.3

cpd	SENP8 inh	PfG6PD inh	SENP6 inh	SENP1 inh
31	10	12	-32	0
32	-42	-4	2	0
33	16	-17	-1	-2
34	10	1	12	3
35	2	-2	-21	3
36	9	7	-1	1
37	6	-1	2	-1
38	22	-7	7	-4
39	22	-5	-3	0
40	14	-20	6	2

The listing continues.
cpd	Compound	hIAP act	GRIN3A LBD mod	ATG4B inh	MPTP inh
41	CC[C@H](C)[C@@H]1NC(=O)c2cc([N+](=O)[O-])cc(F)c2NCCCC[C@@H](C(N)=O)NC(=O)[C@H](CCCCN)NC1=O	1	-3	-2	-0.7
42	COc1ccccc1NC(=O)N1CCCC1C(=O)NCc1ccccc1Cl (configuration not stated)	1	-3	-2	-0.4
43	O=c1[nH]c(Cc2ccccn2)nc2scc(-c3ccc(Cl)cc3)c12	1.7	-4	4	1.4
44	CC(=O)Nc1ccc(S(=O)(=O)NCC(=O)NNC(=O)COc2c(C)cccc2C)cc1	1.8	0	-1	0.2
45	O=C(C1=C(O)C(=O)N(c2ncccn2)C1c1cccs1)c1ccco1 (configuration not stated)	1.4	-16	-2	0.4
46	Cc1ccc(CNC(=O)c2cc(COc3c(F)cccc3F)on2)s1	0.83	6	12	-2.2
47	CC(C)N(CCCNC(=O)c1ccc(N2CCCC2=O)cc1)Cc1ccccc1	1	0	-3	1.3
48	CCN1CCN(C(=O)N(CC(=O)Nc2ccc(C(N)=O)cc2)S(=O)(=O)c2ccc(C)cc2)CC1	1.2	0	-16	-1.0
49	CCCCn1c(N)c(N(CC(C)C)C(=O)C2CCN(S(=O)(=O)c3ccc(F)cc3)CC2)c(=O)[nH]c1=O	0.96	2	0	-0.7
50	Cc1ccc(NC(=O)c2cc(-c3ccc(C)c(C)c3O)n[nH]2)cc1C	1.5	35*	3	7.5

cpd	SENP8 inh	PfG6PD inh	SENP6 inh	SENP1 inh
41	10	-10	16	-1
42	0	0	15	-1
43	-23	-14	-4	-22
44	5	12	2	3
45	-14	24	-27	5
46	-6	16	-11	-1
47	29	1	-5	-1
48	12	-6	-15	-1
49	-4	4	5	-3
50	14	-17	1	3

(cont.)
cpd	Compound	hIAP act	GRIN3A LBD mod	ATG4B inh	MPTP inh
51	N#Cc1ccsc1NC(=O)CCS(=O)(=O)c1ccccc1	1.1	0	0	-0.6
52	O=C(NCc1ccc(F)cc1)N1CCN(C(=O)c2ccccc2)CC1	1	-1	-5	-2.2
53	CCC1(C(=O)c2ccccc2)C(c2ccc([N+](=O)[O-])cc2)C1(C(=O)OC)C(=O)OC (configuration not stated)	1.1	-1	-5	-0.3
54	O=C(CSc1nc2ccccc2c(=O)n1Cc1ccco1)N1CCCCCC1	1	-5	-3	3.2
55	CCOC(=O)N1CCN(Cc2nc3cc(NC(=O)C(C)C)ccc3n2CC)CC1	0.97	-1	-1	-0.9
56	CC1CCN(CCCNC(=O)C2CCCN(c3ncnc4c3nc3n4CCCCC3)C2)CC1 (configuration not stated)	1.5	0	0	1.0
57	Cc1noc(C)c1COc1ccccc1C(=O)N1CCN(S(=O)(=O)c2ccc(F)c(F)c2)CC1	nt	-1	-34	-0.6
58	COc1ccc(C(=O)Nc2ccc(C(=O)N3CCOCC3)cc2)cc1OC	1.2	-3	8	-1.6
59	Cn1cnnc1Sc1ccc(/C=C/C(=O)c2ccc(O)cc2)cc1[N+](=O)[O-]	0.98	-6	2	0.5

cpd	SENP8 inh	PfG6PD inh	SENP6 inh	SENP1 inh
51	0	-13	-4	-12
52	17	-5	4	1
53	10	-13	1	0
54	7	1	4	0
55	18	-12	-7	-3
56	5	-1	-9	1
57	20	-6	nt	2
58	8	-15	49	1
59	18	15	24	1

Source: PubChem
